# Diaphorase act – diaphorase activation or chemical reduction counter-screen | Diaphorase/resazurin coupled assay, resorufin fluorescence, 16 min; stronger effect = higher value; 1 = vehicle wells, 0 = NADH-free wells | activation factor at 20 µM | actives 0.005% (n = 190,000);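 active means diaphorase activity raised at least twofold by the compound at 20 µM; inactive means activation factor below 2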
#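 Measured by – red resorufin fluorescence at 544/590 nm excitation/emission · Test system – Clostridium kluyveri diaphorase, purified enzyme · Incubation – reaction time 16 min, room temperature · Buffer or medium – 50 mM HEPES pH 7.4 with 4.542 mM MgCl2, 0.005% Tween 20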
# bIAP inhibitor – blocks bovine intestinal alkaline phosphatase activity | purified bovine IAP, CDP-star luminescence, 30 min | inhibition, % at 20 µM | 190,000 tested, under 10 active;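 active means over 50% inhibition of intestinal alkaline phosphatase at 20 µM in the single-dose screen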
#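 test system = bovine IAP enzyme | medium = DEA buffer 100 mM, pH 9.8, with MgCl2 1.0 mM, ZnCl2 0.02 mM | detection = luminescence | dosing = single compound dose of 20 µM, 2% DMSO final | incubation = 30 min reaction at room temperature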
# TNAP inh noacc – blocks human TNAP activity with no phosphate acceptor present | AID 1012 | inhibition, % at 20 µM | purified TNAP, CDP-star luminescence, 30 min | P05186 | actives 0.26% (n = 200,000);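 active means tissue-nonspecific alkaline phosphatase inhibition above about 50% at 20 µM in the single-dose screen, limit read from the data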;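 further: 0% = DMSO negative control and 100% = EDTA positive control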
# Target sequence (P05186 whole entry, looked up): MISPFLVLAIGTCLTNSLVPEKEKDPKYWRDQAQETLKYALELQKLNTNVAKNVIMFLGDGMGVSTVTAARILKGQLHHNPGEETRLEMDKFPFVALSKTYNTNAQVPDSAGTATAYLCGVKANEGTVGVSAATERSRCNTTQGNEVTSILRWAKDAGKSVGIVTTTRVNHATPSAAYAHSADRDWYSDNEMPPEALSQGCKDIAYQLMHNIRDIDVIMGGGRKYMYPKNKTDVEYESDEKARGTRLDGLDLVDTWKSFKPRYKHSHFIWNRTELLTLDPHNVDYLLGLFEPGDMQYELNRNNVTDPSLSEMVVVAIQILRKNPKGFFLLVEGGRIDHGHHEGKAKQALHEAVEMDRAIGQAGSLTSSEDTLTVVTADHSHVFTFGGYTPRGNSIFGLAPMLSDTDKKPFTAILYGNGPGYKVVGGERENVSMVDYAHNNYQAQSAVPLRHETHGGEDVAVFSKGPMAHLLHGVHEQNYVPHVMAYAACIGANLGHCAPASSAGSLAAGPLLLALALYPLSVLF
# bIAP activator – intestinal alkaline phosphatase (bovine) activation; purified bovine IAP, CDP-star luminescence, 30 min; stronger effect = higher value; fold of DMSO-control signal, blank-subtracted; activation factor at 20 µM; actives 0.17% (n = 200,000); AID 1016;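 active means activation factor of 2 or more at 20 µM, a signal rise over negative controls twice the positive control's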
# L major viab – reduces viability of Leishmania major promastigotes. AID 1063. actives 9% (n = 200,000). inhibition, % at 10 µM. resazurin fluorescence viability; in the data active means inhibition above about 50%;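 further: promastigotes grown with compound for 44 hours at 28 °C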
# PMI act hi M6P – activators of human phosphomannose isomerase at near-saturating mannose 6-phosphate; activation factor at 20 µM; coupled PMI enzyme assay, resazurin fluorescence, 20 min; stronger effect = higher value; 1 = untreated enzyme, 0 = substrate-free blank; actives 0.34% (n = 190,000); P34949;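 active means activation factor of 2 or more at 20 µM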
# Target sequence (P34949 whole entry, looked up): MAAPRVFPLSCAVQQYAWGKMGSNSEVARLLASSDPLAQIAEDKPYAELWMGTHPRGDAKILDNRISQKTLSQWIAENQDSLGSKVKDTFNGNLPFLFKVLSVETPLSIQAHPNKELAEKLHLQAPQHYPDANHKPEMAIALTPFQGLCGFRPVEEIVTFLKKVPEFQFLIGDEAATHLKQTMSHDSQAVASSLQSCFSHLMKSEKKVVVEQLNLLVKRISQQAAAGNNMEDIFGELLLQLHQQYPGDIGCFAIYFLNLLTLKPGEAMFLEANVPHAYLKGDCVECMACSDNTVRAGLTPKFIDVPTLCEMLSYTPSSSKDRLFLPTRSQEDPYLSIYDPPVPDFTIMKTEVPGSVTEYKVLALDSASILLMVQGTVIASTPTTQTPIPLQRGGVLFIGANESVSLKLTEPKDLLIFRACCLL
#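 Test system: human phosphomannose isomerase with PGI, G6PDH, diaphorase coupling enzymes; Amount: PMI at 15 ng/mL final; Reagent: Mannose-6-phosphate 1.0 mM (near-saturating) plus 0.22 mM NADP+; Timing: 20 min, room temperature; Technique: resorufin fluorescence at Ex 544/Em 590 nm; Dosing: 20 µM single dose.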
# Diaphorase inh – inhibits diaphorase or chemically oxidizes, flagging diaphorase assay artifacts; diaphorase resazurin-to-resorufin fluorescence, NADH, 16 min; bacterial (C. kluyveri) enzyme, not human; inhibition, % at 20 µM; actives 0.69% (n = 190,000); AID 1217;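 active means primary screen inhibition at 20 µM above a set limit, cut at about 50% in these data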;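 further: plate controls were DMSO with full reaction for no effect and wells lacking NADH for full effect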
#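 Test system: diaphorase enzyme from Clostridium kluyveri; amount: diaphorase at 0.14 U/mL in enzyme working solution; detection: fluorescence of resorufin formed from resazurin, Ex 544/Em 590 nm; times: reaction incubation of 16 min at room temperature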
# TNAP inh hiacc – inhibitors of human TNAP at high phosphate acceptor concentration; P05186; purified TNAP, CDP-star luminescence, 1 M DEA; inhibition, % at 20 µM; actives 0.03% (n = 200,000); AID 1135;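 active means over 50% inhibition of tissue-nonspecific alkaline phosphatase at 20 µM in the single-dose screen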;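 further: plate controls were DMSO wells for no effect and EDTA-quenched wells as full inhibition for full effect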
# TNAP act hi DEA – activators of human TNAP at high phosphate acceptor concentration. purified TNAP, CDP-star luminescence, 1 M DEA, 30 min; stronger effect = higher value; 0 = EDTA background, 1 = DMSO-only activity. activation factor at 20 µM. 200,000 tested, under 10 active. AID 1136;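 active means activation factor at least 2 at 20 µM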
#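 Measured by: Luminescent substrate turnover signal | Test system: Human TNAP | Input: TNAP 1/800 final | Dosing: 20 µM single point | Schedule: 30 min, room temperature | Controls: EDTA wells as negative control, DMSO wells as positive control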
# PMI activator – phosphomannose isomerase (human) activation. purified human PMI, coupled resazurin fluorescence, 20 min; stronger effect = higher value; 1 = vehicle control, 0 substrate-free wells. activation factor at 20 µM. AID 1214. actives 0.005% (n = 190,000);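 active means activation factor of 2 or more at 20 µM, relative to plate controls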
# Active calls of the source: *; x = no result given.
no.	mol	Diaphorase act	bIAP inhibitor	TNAP inh noacc	bIAP activator	L major viab
1	COc1cc(S(=O)(=O)NCc2cccnc2)c(OC)cc1Br	0.9	15.5	-10.0	0.8	0.3
2	C/C=C/C(=O)N1c2ccccc2C(C)=CC1(C)C	0.9	7.0	-8.1	0.9	-5.5
3	O=c1cc(CO)oc(CN2CCN(c3cccc(C(F)(F)F)c3)CC2)c1O	1.1	-21.2	-2.4	1.2	-2.1
4	Cc1nc2oc3c(NCc4ccccn4)ncnc3c2c2c1COC(C)(C)C2	0.9	2.1	-7.5	1	3.8
5	CCOC(=O)N/N=C/c1ccc(C)o1	1	8.3	-11.9	0.9	-7.6
6	Cc1ccc(S(=O)(=O)N2CCN(C(=O)c3cc(=O)c4ccccc4o3)CC2)cc1	1	-41.3	-9.1	1.4	19.0
7	Cc1cc(C)c(C#N)c(OCC(=O)c2ccc(Br)cc2)n1	0.8	4.5	-5.2	1	8.4
8	CCOc1ccc(CNC(=O)c2ccc(Sc3ccc(Cl)cc3)c(NC(C)=O)c2)cc1OC	0.8	-38.3	-4.8	1.4	5.8
9	COc1cccc(C(C#N)N2CCOCC2)c1 (stereo unspecified)	1	9.1	-13.4	0.9	-1.6
10	CC1=CCC2C(=O)N(c3nc(C)cc(C)n3)C(=O)C2C1 (stereo unspecified)	1.1	-3.0	-6.2	1	-2.4

no.	PMI act hi M6P	Diaphorase inh	TNAP inh hiacc	TNAP act hi DEA	PMI activator
1	1	6.8	-4.8	1	1
2	1	10.3	-0.5	1	1
3	1.2	-7.2	-2.3	1	1.3
4	1	9.6	0.6	1	1
5	1	1.5	-4.2	1	1
6	0.9	0.2	-1.6	1	1
7	0.9	17.5	0.7	1	0.9
8	0.9	16.1	1.4	1	0.8
9	1	4.2	-6.3	1.1	1
10	1	-8.2	-6.5	1.1	0.9

# The list continues.
no.	mol	Diaphorase act	bIAP inhibitor	TNAP inh noacc	bIAP activator	L major viab
11	CCOCCCNC(=O)c1ccccc1Br	0.9	9.5	-8.2	0.9	-3.5
12	COc1cc(OC)cc(C(=O)N[C@H](C(=O)Nc2nc3c(s2)CCCC3)C(C)C)c1	0.7	0.4	-0.1	1	89.7*
13	O=C(c1ccc(C#Cc2ccccc2)o1)N1CCN(c2ccccn2)CC1	0.8	7.5	9.1	0.9	-7.5
14	CCc1ccc(N(CC(=O)NC2CCCCC2)S(=O)(=O)c2c(C)noc2C)cc1	1	-3.2	-10.1	1	-6.6
15	c1ccc2nc3c(nc2c1)sc1nc2ccccc2n13	1.1	3.6	-7.4	1	x
16	CC(C)N(Cc1nccn1C)C(=O)CCc1nnc(CCCc2ccccc2)o1	1	6.7	-9.8	0.9	2.8
17	Cc1nn(C)cc1/C=N/NC(=O)C(C)(C)Oc1ccc(Cl)cc1	1	10.9	-8.8	0.9	-0.5
18	COc1ccc(/C=N/NC(=O)C(=O)N2CCCC2)cc1OC	0.9	-0.1	-12.0	1	43.5
19	COc1ccc(N(CC(=O)NCC2CCCO2)S(=O)(=O)c2ccc(C)cc2)cc1OC (stereo unspecified)	0.9	0.0	-12.0	1	3.0
20	Cc1c(-c2cccc(Cl)c2)nc2ccccc2c1C(=O)OCC(=O)N(C)C1CCS(=O)(=O)C1 (stereo unspecified)	0.9	-2.1	0.2	1	30.9

no.	PMI act hi M6P	Diaphorase inh	TNAP inh hiacc	TNAP act hi DEA	PMI activator
11	0.9	10.0	-1.6	1	0.9
12	0.7	30.0	-3.6	1	0.8
13	0.9	24.9	-3.1	1	0.9
14	1	1.5	0.7	1	1
15	1.1	-7.9	-2.8	1	1
16	1	-1.7	-3.6	1	0.9
17	1.1	-2.2	-0.7	1	1
18	0.8	12.1	-4.2	1	0.8
19	1	6.9	-6.3	1.1	1
20	1	11.0	6.1	0.9	1

# 2 records picked at random from those above, as already listed:
no.	mol	Diaphorase act	bIAP inhibitor	TNAP inh noacc	bIAP activator	L major viab
16	CC(C)N(Cc1nccn1C)C(=O)CCc1nnc(CCCc2ccccc2)o1	1	6.7	-9.8	0.9	2.8
13	O=C(c1ccc(C#Cc2ccccc2)o1)N1CCN(c2ccccn2)CC1	0.8	7.5	9.1	0.9	-7.5

no.	PMI act hi M6P	Diaphorase inh	TNAP inh hiacc	TNAP act hi DEA	PMI activator
16	1	-1.7	-3.6	1	0.9
13	0.9	24.9	-3.1	1	0.9

# Additional structures
no.	mol	Diaphorase act	bIAP inhibitor	TNAP inh noacc	bIAP activator	L major viab
21	O=C(O)c1cccc(NC(=S)NC(=O)c2ccncc2)c1	0.9	0.9	-24.0	1	-5.0
22	CCS(=O)(=O)N1Cc2ccccc2CC1C(=O)Nc1nccs1 (stereo unspecified)	0.9	27.4	6.8	0.7	-0.3
23	CCOc1cc(/C=N/Nc2nc(N3CCCCC3)nc(N3CCCCC3)n2)ccc1OC(=O)c1ccco1	0.8	-6.6	3.3	1.1	57.8*
24	CCOC(=O)C1=C(C)OC(N)=C(C#N)C1c1ccc(C)s1 (stereo unspecified)	0.9	0.3	-6.7	1	4.3
25	O=C(Nc1cccc(S(=O)(=O)N2CCCC2)c1)c1ccc2c(=O)n3c(nc2c1)CCCCC3	0.9	5.4	2.3	0.9	82.4*
26	CC(C)C1Oc2ccccc2N(CC(=O)N(Cc2ccccn2)C2CC2)C1=O (stereo unspecified)	0.9	-26.9	-4.0	1.3	-7.5
27	Cc1ccc(/C=C/C(=O)O)cc1S(=O)(=O)NCCCC(=O)O	0.9	-2.4	-13.6	1	-2.6
28	COc1cccc(OC)c1NC(=O)Cc1nn(C)c(=O)c2ccccc12	0.8	0.0	-2.2	1	1.6
29	CCOc1nc(-c2ccccc2O)nc2ccccc12	0.8	28.1	-10.4	0.7	-6.1
30	COc1ccc(Nc2cc(C(=O)NCc3ccco3)c3ccccc3n2)cc1	1	-5.4	-5.0	1.1	-0.8

no.	PMI act hi M6P	Diaphorase inh	TNAP inh hiacc	TNAP act hi DEA	PMI activator
21	1.1	8.9	-4.5	1	1.2
22	1	14.6	-1.6	1	1
23	0.8	15.1	0.0	1	0.9
24	0.8	7.5	-1.3	1	0.9
25	0.9	14.3	-1.1	1	0.9
26	1	12.2	-1.2	1	1
27	1	6.9	-6.9	1.1	1
28	0.9	17.0	0.2	1	0.9
29	0.8	15.0	-0.4	1	0.9
30	1	1.8	-2.2	1	0.9

# Further structures.
no.	mol	Diaphorase act	bIAP inhibitor	TNAP inh noacc	bIAP activator	L major viab
31	Cc1cccc(N(Cc2ccccc2F)S(C)(=O)=O)c1	0.9	26.6	-2.9	0.7	2.5
32	COc1ccc(C(=O)Nc2cc(OC)c(Cl)cc2Cl)cc1	1.1	-3.7	-1.9	1	-1.4
33	O=C(Nc1ccccc1Cl)c1ccc2c(c1)N(Cc1ccc(F)cc1)C(=O)CS2=O (stereo unspecified)	0.9	16.2	-12.2	0.8	-1.5
34	O=c1nc(N2CCCCC2)nc2n1CCO2	0.9	5.3	-14.6	0.9	-4.8
35	CNc1cc(F)nc(F)n1	0.9	-5.5	-8.3	1.1	18.7
36	CCOC(=O)c1[nH]c2cc(OC)c(OC)cc2c1NC(=O)c1nonc1C	0.9	-10.5	-11.2	1.1	14.4
37	N#C/C(=C\c1c(N2CCC(C(N)=O)CC2)nc2ccccn2c1=O)C(=O)NCc1ccco1	0.9	-34.1	-3.4	1.3	-4.7
38	O=C(Nc1ccccn1)c1csc2c1CCCC2	1	13.2	-4.2	0.9	-5.9
39	CN(CC(=O)Nc1ccccc1Cl)C(=O)CSc1nnc(-c2ccco2)o1	1.1	5.4	-3.0	0.9	-0.6
40	Cc1ccc(CN2CCN(Cc3cnc(N4CCOCC4)s3)CC2CCO)o1 (stereo unspecified)	0.9	2.6	-2.4	1	-2.8

no.	PMI act hi M6P	Diaphorase inh	TNAP inh hiacc	TNAP act hi DEA	PMI activator
31	1.1	11.3	-7.7	1.1	1.1
32	1.1	-10.9	7.1	0.9	1.2
33	1	13.4	-2.8	1	1
34	0.9	6.7	-0.2	1	0.9
35	1	12.2	-1.5	1	1
36	0.9	8.6	-4.3	1	0.9
37	0.9	11.2	2.8	1	0.9
38	1	-2.7	-4.5	1	1
39	1	-13.4	0.9	1	1.1
40	0.9	9.6	0.8	1	0.9

# Next records:
no.	mol	Diaphorase act	bIAP inhibitor	TNAP inh noacc	bIAP activator	L major viab
41	CCCCC(=O)Nc1cccc(NC(=O)CC)c1	1	-5.5	-9.3	1.1	-7.0
42	C=CCc1cc(OC)ccc1OCCN(C)Cc1ccccc1	1	10.0	-20.7	0.9	14.5
43	N#CC(c1ccc(Cl)cc1)c1ccc(Cl)nn1 (stereo unspecified)	1	4.2	-19.8	1	-14.0
44	O=C(O)c1csc(Br)c1Br	1	1.0	-9.6	1	-4.0
45	CCCCC(NC(C)=O)c1nc2ccccc2n1CCCC (stereo unspecified)	1	2.0	0.7	1	6.5
46	O=P(O)(CN1CCCCCC1)CN1CCCCCC1	0.9	6.5	-11.8	0.9	0.4
47	CC1CN=C(N(C(=O)Nc2ccccc2)C(C)C)S1 (stereo unspecified)	0.9	7.0	-4.7	0.9	-0.6
48	Cc1ccc(O)c(CP(=O)(c2ccccc2)c2ccccc2)c1	0.9	7.6	-11.3	0.9	84.5*
49	CCOc1ccc(-n2c(SC(C)C)nc3c(c2=O)SCC3)cc1	0.8	10.8	-7.2	0.9	8.2
50	N#CC1=C(SCc2ccccc2)NC(=O)C(C#N)C12CCCC2 (stereo unspecified)	0.9	5.4	-5.7	0.9	-9.6

no.	PMI act hi M6P	Diaphorase inh	TNAP inh hiacc	TNAP act hi DEA	PMI activator
41	1	-0.3	-3.7	1	0.7
42	1	-0.9	-2.3	1	1
43	1.1	2.3	0.5	1	1.1
44	1.2	-4.1	0.6	1	1.1
45	1	0.7	-1.5	1	1
46	1	11.6	-2.9	1	1
47	1	9.2	-1.2	1	1
48	1	6.7	-7.9	1.1	1
49	0.9	19.9	-1.7	1	0.9
50	0.9	6.8	-1.6	1	0.9

# Later entries.
no.	mol	Diaphorase act	bIAP inhibitor	TNAP inh noacc	bIAP activator	L major viab
51	O=S(=O)(Nc1ccc(-c2nc3ccccc3o2)cc1)c1ccccc1	0.8	2.6	-7.7	1	-2.9
52	O=C(CNS(=O)(=O)c1ccccc1Br)OCC(=O)N1CCc2ccccc21	1	4.0	-5.6	1	-1.6
53	COc1ccccc1CN1CC(C(=O)N2CCN(c3ccc(F)cc3)CC2)CC1=O (stereo unspecified)	0.9	-15.5	-5.7	1.2	-8.3
54	CN(C)c1nc(NCc2ccccc2)nc(SCC(=O)Nc2ccccc2Cl)n1	0.9	-1.3	-7.8	1	4.6

no.	PMI act hi M6P	Diaphorase inh	TNAP inh hiacc	TNAP act hi DEA	PMI activator
51	0.9	23.0	-10.1	1.1	1
52	1	-2.5	-2.7	1	1
53	0.9	6.7	-0.5	1	0.9
54	0.9	8.2	-0.3	1	0.8

# Screening results: PubChem, several laboratories
